Screening results as filed in PubChem BioAssay.
TDP2 inh: human TDP2 enzyme inhibitors, primary screen, biochemical, epi absorbance, recombinant enzyme; inhibition, % at 12.8 µM; hit rate 0.34% among 370,000; T5PNP hydrolysis, p-nitrophenol absorbance 415 nm; Tyrosyl-DNA phosphodiesterase 2 (Homo sapiens), O95551;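 active means inhibition above the mean of all tested compounds plus 3 SD, set per campaign, cut at about 25% in these data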;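 further: 0% = DMSO with enzyme and 100% = buffer with substrate but no TDP2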
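System – recombinant human TDP2 · Quantity – TDP2 enzyme at 120 nM final · Doses – single concentration, 12.8 µM nominal, with 1% DMSO · Incubation – 2 h at 37 °C · Measured by – epi absorbance of p-nitrophenol freed from T5PNP by hydrolysis · Read-out – % inhibition relative to enzyme-containing and enzyme-free wells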
SIAE primary: human SIAE inhibitors, primary screen, biochemical, fluorescence polarization, FP-Rh probe, 1536-well HTS; inhibition, % at 9.66 µM; hit rate 0.69% among 370,000; SIAE FP-Rh probe binding; Sialate O-acetylesterase (Homo sapiens), Q9HAT2;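 active means inhibition above a cutoff: mean of compounds within the control limits plus 3 SD of those, cut at about 17% in these data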;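 further: 0% = plate median of compound wells and 100% = probe without SIAE protein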
LEDGF integ inh: blockers of LEDGF/p75-dependent integrase strand transfer – biochemical, TR-FRET, high throughput, primary screen; HIV-1 integrase (with human LEDGF/p75); TR-FRET IN-LEDGF/p75 DNA integration, Eu/Cy5; inhibition, % at 3.7 µM; hit rate 0.64% among 370,000; AID 743269, 2014;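 active means inhibition above the screen-wide mean plus 3 SD, cut at about 13% in these data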;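 further: signal is the Cy5 over europium emission ratio at 671 and 618 nm; 0% = plate median of compound wells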
HTRA1 inhibitor: HTRA1 serine protease inhibitors, primary screen, biochemical, fluorescence polarization, HTS | recombinant HTRA1, FP-rhodamine activity-based probe | inhibition, % at 5.96 µM | hit rate 0.5% among 340,000 | AID 504803, 2011; in the data active means inhibition above about 36%;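 further: 0% = enzyme with DMSO and 100% = wells lacking enzyme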
PRMT1 inh: PRMT1 methyltransferase inhibitors, primary screen, biochemical, fluorescence polarization. hit rate 1.3% among 370,000. inhibition, % at 2.79 µM. recombinant PRMT1, activity-based probe fluorescence polarization. AID 652257, 2013. Protein arginine N-methyltransferase 1 (Homo sapiens), Q99873;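 active means inhibition above about 21% made by adding two undisclosed values, limit read from the data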
ABHD4 inh: ABHD4 inhibitors, primary screen, biochemical, fluorescence polarization, mouse; hit rate 0.54% among 370,000; inhibition, % at 8.92 µM; purified mABHD4, FP-Rh probe fluorescence polarization;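 active means inhibition exceeding the mean over every tested compound plus 3 SD, cut at about 30% in these data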;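 further: 0% = plate median of compound wells and 100% = S159A mutant with DMSO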
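assay system = mABHD4 protein | compound dosing = single nominal dose of 8.92 µM, 0.89% DMSO final | read-out basis = percent inhibition of probe binding, normalized to plate controls | schedule = Enzyme–compound pre-incubation 45 min, then probe 60 min, both 25 °C | detection = fluorescence polarization, excitation 525 nm, emission 598 nm, BODIPY TMR filters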
GC-B act: human GC-B receptor activators, primary screen, HEK293 GC-B cells, cGMP TR-FRET, EC30 CNP | Atrial natriuretic peptide receptor 2 (Homo sapiens), P20594 | 0% at EC30 CNP, 100% saturating CNP | activation, % at 10 µM | hit rate 0.11% among 370,000;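 active means activation at 10 µM reaching about 35% in either raw or pattern-adjusted values, limit read from the data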
Target sequence (P20594 whole entry, looked up): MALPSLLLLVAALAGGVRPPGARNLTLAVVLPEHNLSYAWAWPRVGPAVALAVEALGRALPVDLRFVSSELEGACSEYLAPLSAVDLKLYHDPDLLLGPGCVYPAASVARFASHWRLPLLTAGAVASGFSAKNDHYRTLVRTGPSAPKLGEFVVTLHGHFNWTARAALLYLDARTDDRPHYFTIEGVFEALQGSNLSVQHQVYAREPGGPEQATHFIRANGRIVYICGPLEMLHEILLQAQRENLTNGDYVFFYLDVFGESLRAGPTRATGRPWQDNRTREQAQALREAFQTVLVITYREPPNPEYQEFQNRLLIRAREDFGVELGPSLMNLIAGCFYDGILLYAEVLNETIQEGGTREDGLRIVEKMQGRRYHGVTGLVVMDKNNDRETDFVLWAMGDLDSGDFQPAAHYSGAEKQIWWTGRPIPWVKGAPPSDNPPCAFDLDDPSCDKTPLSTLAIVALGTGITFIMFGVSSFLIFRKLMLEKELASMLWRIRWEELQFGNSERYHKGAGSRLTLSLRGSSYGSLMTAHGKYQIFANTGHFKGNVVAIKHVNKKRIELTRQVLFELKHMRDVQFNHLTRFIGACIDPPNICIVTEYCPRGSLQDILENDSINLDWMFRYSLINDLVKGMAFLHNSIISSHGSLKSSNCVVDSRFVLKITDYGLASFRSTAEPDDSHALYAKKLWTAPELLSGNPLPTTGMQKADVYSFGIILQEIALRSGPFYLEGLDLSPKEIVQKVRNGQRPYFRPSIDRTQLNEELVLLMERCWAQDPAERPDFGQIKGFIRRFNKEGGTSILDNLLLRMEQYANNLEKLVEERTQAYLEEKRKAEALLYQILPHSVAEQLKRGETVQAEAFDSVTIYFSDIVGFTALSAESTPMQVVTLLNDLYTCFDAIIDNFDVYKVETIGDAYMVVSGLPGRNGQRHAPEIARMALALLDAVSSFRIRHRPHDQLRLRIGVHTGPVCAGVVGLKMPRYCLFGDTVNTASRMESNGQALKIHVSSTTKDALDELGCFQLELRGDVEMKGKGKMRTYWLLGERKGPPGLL
rCAG RNA binder: binders of r(CAG) RNA repeats, primary screen, biochemical, fluorescence; r(CAG) RNA repeat, TO-PRO-1 dye displacement fluorescence; inhibition, % at 3 µM; hit rate 1.3% among 370,000; AID 651821, 2012;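 active means inhibition above the plate cutoff, the mean of all test compounds on that plate plus 3 SD, cut at about 35% in these data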;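 further: 0% = DMSO alone and 100% = 100 µM mitoxantrone as full dye displacement; higher means more dye released from RNA so lower well fluorescence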
MBD2 DNA inh: inhibitors of MBD2 binding to methylated DNA, primary screen, biochemical, TR-FRET, DNA-binding domain, human; Methyl-CpG-binding domain protein 2 (Homo sapiens), Q9UBB5; MBD2 binding to methylated oligonucleotide; inhibition, % at 4.4 µM; hit rate 0.31% among 370,000; in the data active means inhibition above about 13%
TCR-CD3 inh: inhibitors of human TCR-CD3 interaction, primary screen, biochemical, fluorescence, TAMRA-labeled TCR probe | T-cell receptor (TCR) | inhibition, % at 9.4 µM | hit rate 0.37% among 360,000 | AID 651800, 2012; in the data active means inhibition above about 19%;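 further: recombinant mutant TCR 2C K166C tagged with TAMRA read by polarization; 0% = receptor in buffer alone and 100% = receptor with positive control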
* hit, by the source's call; / = no result given.

SMILES | TDP2 inh | SIAE primary | LEDGF integ inh | HTRA1 inhibitor | PRMT1 inh | ABHD4 inh | GC-B act | rCAG RNA binder | MBD2 DNA inh | TCR-CD3 inh
O=C(c1ccc2c(c1)OCO2)N1CCN(c2ccccc2)CC1 | -1 | 8 | -2 | 2 | 1 | 2 | 7 | -2 | -7 | -2
COC(=O)Nc1nn(-c2ccc(C)cc2)c(=O)c(C#N)c1C | 8 | 1 | 0 | 4 | 2 | -3 | -3 | -2 | 1 | 5
CCOC(=O)c1ccc(NC(=O)NC2CCN(CC(=O)NCc3ccc4c(c3)OCO4)CC2)cc1 | -2 | 2 | 1 | 1 | 2 | 2 | -6 | -2 | 19* | 4
COCCNC(=O)c1ccc(CS(=O)(=O)c2ccc(OC)cc2)o1 | -5 | 1 | -3 | 1 | -1 | 3 | -9 | -1 | -9 | 8
Cc1nn(C)c(C)c1CNC(=O)Nc1cccc(Cl)c1 | -19 | 1 | 0 | -4 | -4 | 0 | 0 | -3 | -3 | -1
CC(Cl)C(=O)Nc1cc(C(F)(F)F)ccc1N1CCOCC1 (stereo not given) | -3 | 1 | 5 | 6 | 0 | 1 | -1 | -6 | 3 | 0
COc1ccc(CC(=O)OCC(=O)NCc2ccc3c(c2)OCO3)cc1OC | -2 | 1 | 0 | 3 | -2 | 2 | -3 | 7 | 1 | -3
CN1CCN(C(=O)/C(=C/c2ccc(N(C)C)cc2)NC(=O)c2ccccc2)CC1 | 7 | 8 | -1 | 5 | 5 | -5 | -7 | -5 | -5 | 0
O=S(=O)(Nc1ccccc1)c1ccc2c(c1)CCO2 | 3 | -2 | -2 | / | 1 | -3 | 1 | -2 | 1 | 2
CCCc1nn(C)c(C(=O)Nc2ccc(C(C)(C)C)cc2)c1Cl | -1 | -3 | -2 | -12 | 1 | -6 | 2 | -3 | -3 | 1
CCc1cccc(CC)c1NC(=O)c1cc(CN2C(=O)c3ccccc3C2=O)ccc1OC | -7 | -9 | -2 | -44 | 1 | -10 | 1 | -2 | -5 | 1
Cc1nnc(NC(=O)CSc2nnc(CCNC(=O)c3ccccc3F)n2C)s1 | 4 | -1 | 1 | 9 | 0 | 2 | 5 | 1 | 6 | 2
COc1cccc(-c2cnc(C(O)c3ccc(CN4CCCC4)cc3)[nH]2)c1 (stereo not given) | 1 | 4 | -2 | / | -2 | 2 | 0 | 4 | 2 | -3
NC(=O)NC(Cc1ccccc1)C(=O)N1CCN(S(=O)(=O)c2ccc(Cl)cc2)CC1 (stereo not given) | -7 | -4 | 1 | -7 | -2 | 1 | 3 | -2 | -5 | 3
O=C(CSc1ccc2ccccc2n1)NCCC1=CCCCC1 | 1 | -2 | 0 | -17 | -1 | -2 | -5 | -7 | 2 | -4
CCN(CC)CCN(CC(=O)N(C1CCCCC1)C1CCCCC1)C(=O)c1ccco1 | 15 | 6 | 0 | 5 | 0 | 15 | -19 | -6 | 0 | -2
CC(NC(=O)CN1C(=O)NC(C)(c2cccc3ccccc23)C1=O)c1ccccc1 (stereo not given) | -10 | 7 | 5 | -1 | -2 | 2 | 0 | 0 | -6 | -7
Cc1ccc(-c2nn(-c3cccc(F)c3)cc2CN(Cc2nccn2C)C(C)C)o1 | -10 | 1 | 6 | -28 | 41* | 3 | -2 | 0 | -3 | 4
CCCOc1ccc(N2C(=O)CC(S/C(N)=N/N=C(\C)c3cccs3)C2=O)cc1 (stereo not given) | -16 | -15 | -4 | -27 | 2 | -9 | -4 | 66* | 6 | 5
CC(=O)c1cccc(NC(=O)C2=CC(c3cccs3)=NS(=O)(=O)N2C)c1 | 8 | 3 | 0 | -8 | -3 | 0 | 1 | 6 | -4 | 3
COc1ccc(CCNC(=O)c2ccc(CN3CCC(Cc4ccccc4)CC3)cc2)cc1 | -2 | -9 | -3 | 4 | 0 | -5 | 2 | -2 | 4 | -3
O=C(COC(=O)Cc1ccc(F)cc1)NC1CCS(=O)(=O)C1 (stereo not given) | -1 | 2 | 0 | 1 | -3 | 2 | 1 | 0 | -2 | 1
N#Cc1ccccc1N1CCN(S(=O)(=O)c2ccc3c(c2)CCC(=O)N3)CC1 | -6 | 3 | -1 | / | -1 | 9 | -4 | -1 | 2 | /
O=C(CCc1nc2ccccc2c(=O)[nH]1)OCCOc1ccc(Cl)cc1 | 9 | -10 | 4 | -13 | -4 | 0 | -4 | -6 | 2 | 4
CCOC(=O)C1CCN(C(=O)c2cc(CN3C(=O)c4ccccc4C3=O)ccc2OCC)CC1 | -12 | -4 | 5 | -8 | 0 | 1 | 7 | -7 | 2 | 1

One compound at a time, from the list above.
Results for CN1CCN(C(=O)/C(=C/c2ccc(N(C)C)cc2)NC(=O)c2ccccc2)CC1 = TDP2 inh: 7; SIAE primary: 8; LEDGF integ inh: -1; HTRA1 inhibitor: 5; PRMT1 inh: 5; ABHD4 inh: -5; GC-B act: -7; rCAG RNA binder: -5; MBD2 DNA inh: -5; TCR-CD3 inh: 0
Results for O=S(=O)(Nc1ccccc1)c1ccc2c(c1)CCO2 = TDP2 inh: 3; SIAE primary: -2; LEDGF integ inh: -2; HTRA1 inhibitor: /; PRMT1 inh: 1; ABHD4 inh: -3; GC-B act: 1; rCAG RNA binder: -2; MBD2 DNA inh: 1; TCR-CD3 inh: 2

Other records follow:
SMILES | TDP2 inh | SIAE primary | LEDGF integ inh | HTRA1 inhibitor | PRMT1 inh | ABHD4 inh | GC-B act | rCAG RNA binder | MBD2 DNA inh | TCR-CD3 inh
O=C(CN1C(=O)COc2ccccc21)Nc1ccc(N2CCOCC2)cc1 | -11 | 1 | 5 | 1 | -1 | 3 | -7 | 2 | -8 | -4
COc1ccc(CNC(=O)Cc2ccc(NC(=O)C3=C(C)OCCS3)cc2)cc1 | -3 | 14 | 2 | 2 | 1 | 7 | 4 | 4 | -1 | 2
Cc1cc(C)c(NC(=O)CN(C)C(=O)CNC(=O)c2cccs2)c(C)c1 | 8 | 1 | 1 | 5 | -4 | 1 | 2 | 1 | 2 | 2
O=C(CN1C(=O)c2ccccc2C1=O)Nc1ccccc1C(=O)NC1CCCCCC1 | -5 | 0 | -1 | -14 | 1 | -5 | 1 | -1 | 0 | 0
Cc1cccc(NC(=O)N2CCN(Cc3ccc(Cl)cc3)CC2)c1 | 3 | -4 | -3 | -2 | -2 | 1 | -4 | -5 | -6 | 2
C/C(=N\NC(=O)c1ccc(Br)o1)c1cc2c(cc1NC(=O)CCC(=O)O)OCO2 | -8 | -1 | 1 | -2 | -2 | 6 | 4 | 1 | -4 | -1
O=S(=O)(Nc1ccc(NS(=O)(=O)c2ccccc2)cc1)c1ccccc1 | 0 | 4 | -4 | -8 | -2 | 1 | 4 | 3 | 1 | -11
COc1ccc(CN2CCN(S(=O)(=O)c3ccccc3)CC2)c(OC)c1OC | -13 | -4 | 0 | 4 | 10 | 3 | 0 | -10 | 5 | -10
Cc1c(N)cc(S(=O)(=O)O)cc1NC(=O)c1cccc([N+](=O)[O-])c1 | -7 | 2 | 7 | 2 | 17 | 3 | 6 | 10 | 1 | -5
Nc1nc2c(c(=O)[nH]1)C(c1ccccc1)C1=C(N2)c2ccccc2C1=O (stereo not given) | 13 | 9 | 2 | 16 | 2 | 17 | -2 | 62* | -18 | 3
CSc1ccccc1OCc1cc(C(=O)NC2CCc3ccccc32)no1 (stereo not given) | 7 | 7 | 2 | 5 | -5 | -3 | -7 | 5 | -3 | 2
Cc1ccc(S(=O)(=O)Cn2nnnc2CN2CCCC3(CCCCC3)C2)cc1 | -2 | 6 | -3 | -37 | 3 | -5 | -1 | -2 | 2 | -3
CCCC(=O)Nc1ccc(Cl)c(NC(=O)CC)c1 | -5 | 5 | 0 | 6 | 3 | 1 | 5 | -3 | 2 | 2
CC(C)NC(=O)N(C)C[C@H]1OCCCC[C@H](C)Oc2ccc(NS(=O)(=O)c3ccccc3)cc2C(=O)N([C@H](C)CO)C[C@H]1C | 3 | -3 | 5 | -1 | 2 | 0 | -2 | 3 | 7 | -4
COC(=O)c1sc(S(=O)(=O)N2CCN(CCO)CC2)c(C(=O)OC)c1C | -6 | 5 | -1 | 3 | -2 | 6 | 10 | -4 | -1 | 0
CCOC(=O)C1CCCN(S(=O)(=O)c2cc3c4c(c2)CCC(=O)N4CCC3)C1 (stereo not given) | -1 | -8 | -1 | -2 | 3 | -2 | -1 | -7 | 0 | -5
Cc1cc(C)c2cc(CN(Cc3nnnn3C3CCCCC3)CC3CCCO3)c(=O)[nH]c2c1 (stereo not given) | 4 | 1 | -1 | -2 | 0 | 2 | -7 | 0 | -6 | 2
COc1ccc(N(CC(=O)NN=C2CCN(C)CC2)S(=O)(=O)c2ccc(NC(C)=O)cc2)cc1 | -9 | -7 | -4 | -24 | 2 | -17 | 12 | 9 | 4 | -7
COc1ccc(S(=O)(=O)N2CCOCC2)cc1NC(=O)c1ccc2c(c1)OCCO2 | 9 | -2 | 1 | -5 | -2 | -1 | 5 | -1 | 1 | 6
COc1cc2c(c(OC)c1OC)C1(CCCCC1)CC2NCC=C(C)C (stereo not given) | 3 | -1 | -1 | / | -1 | -3 | -25 | -3 | -2 | 2
CC1Cc2ccccc2N1CC(=O)NC(c1ccccc1)c1ccccc1 (stereo not given) | -3 | -1 | 0 | -13 | 1 | 7 | -13 | -10 | 3 | -3
CCc1cccc(C)c1NC(=S)N(CCN(C)C)Cc1cccs1 | 11 | 16 | 0 | -3 | -3 | -1 | -6 | -5 | -4 | 12
COc1ccc(-c2nnc(SCC(=O)c3ccco3)n2-c2ccccc2)cc1 | 8 | 8 | -4 | 6 | 4 | 4 | 5 | 4 | 1 | -3
Cc1ccc(-c2nnc3sc(-c4ccncc4)nn23)cc1 | -3 | -2 | 0 | 4 | 2 | -7 | 2 | 5 | 10 | 8
C/C(CC1(O)/C(=N/O)CCc2nonc21)=N\O (stereo not given) | 11 | 1 | -2 | 6 | -1 | 6 | 4 | -1 | 2 | -4
COC(=O)C1(NC(=O)CNC(=O)OCc2ccccc2)CCCC1 | 11 | 2 | -2 | -4 | 2 | 3 | 2 | 0 | 4 | 2
CC(NC(=O)CNC(=O)c1ccco1)c1ccccc1 (stereo not given) | -11 | -2 | -5 | 6 | 3 | 1 | 5 | -1 | -1 | -3
Cc1ccc(S(=O)(=O)N2CCOCC(=O)NCCOCCNC(=O)COCC2)cc1 | 5 | 6 | 3 | 3 | -4 | -1 | -2 | -1 | 1 | -5
CCCCOCC1CN(CCCC)S(=O)(=O)c2c(NCc3cc(OC)c(OC)c(OC)c3)cccc2O1 (stereo not given) | -2 | -1 | 2 | / | 1 | -10 | -2 | 8 | 5 | -1

Only part of the results is shown; count on the stated rates, not on these rows.
